aSyn tox rescue: rescues yeast growth from alpha-synuclein toxicity. S. cerevisiae alpha-synuclein toxicity rescue, BacTiter-Glo growth, 24 h. Potency, µM (series often up to 46.1 µM), for the others: at the highest dose growth rescue (activation), actives largely listed as activators. hit rate 0.02% among 94,000. AID 1347070; active = well fitted activation curve with a large enough effect; inconclusive = small, poorly fitted or top-dose-only effect; note: 0% is about no effect
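Growth restoration measured by BacTiter-Glo luminescence after 24 hr at 30 deg C; alpha-synuclein yeast, raffinose-pregrown to mid-log, were added at OD600=0.02 in galactose medium onto pinned compounds.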
An asterisk follows results filed as active; ? = inconclusive. Potency is the fitted concentration of half-maximal effect. A portion of the library; rates above refer to the full screens.

SMILES | aSyn tox rescue
NC(=O)c1c(NC(=O)c2nc(SCc3ccccc3F)ncc2Cl)sc2c1CCCC2 | 8.4%
O=C(NCc1ccccc1Cl)C(=O)NCC(c1ccc2c(c1)OCO2)N1CCOCC1 (configuration not stated) | 7.3%
Cn1cccc1C1C(C#N)=C(N)OC2=C1C(=O)CCC2 (configuration not stated) | 1.0%
CC(OC(=O)CC1CCCCC1)C(=O)Nc1ccc(F)cc1 (configuration not stated) | 7.1%
O=C(Cn1c(=O)nc(-c2ccccc2F)c2cc(Cl)ccc21)NCCCc1ccccc1 | 6.7%
COc1ccc(S(=O)(=O)NCCOc2ccccc2)cc1-n1cnnn1 | -7.6%
Cc1cc(C(=O)NNS(=O)(=O)c2ccccc2C(F)(F)F)nn1C(C)(C)C | -6.3%
CN1CCN(S(=O)(=O)c2ccc(NC(=S)NC(=O)C(C)(C)C)cc2)CC1 | -5.0%
CCN(C(=O)CSc1nc(-c2ccccc2)cn1N)c1c(N)n(Cc2ccccc2)c(=O)[nH]c1=O | -1.4%
Cc1ccc(-n2nnc(C(=O)Nc3cc(F)ccc3F)c2C)cc1F | -10.8%
Cc1occc1C(=O)N(C)Cc1nc(-c2ccccc2)no1 | -5.0%
COc1ccc(-c2csc3ncnc(N4CCN(S(=O)(=O)c5ccc(C)c(C)c5)CC4)c23)cc1 | 12.1%
CN(Cc1ccc(F)cc1)C(=O)c1cccc(S(=O)(=O)N2CCN(c3ccccc3)CC2)c1 | 9.8%
Cc1ccc2occ(CC(=O)Nc3ccc(S(=O)(=O)N4CCC(C)CC4)cc3)c2c1 | ?
O=C(Cn1ncc2c(=O)oc3ccccc3c21)NCC1CCCO1 (configuration not stated) | 2.7%
Cc1nc2sc(C)c(C)n2c(=O)c1S(=O)(=O)N1CCN(c2ccccc2F)CC1 | 1.7%
O=C(NCCS(=O)(=O)N1CCN(c2ccccc2)CC1)c1cc(=O)c2ccccc2o1 | 1.7%
COc1ccc(S(=O)(=O)N2CCC(Oc3ccc(-n4cnnn4)cc3)CC2)cc1 | 1.4%
C[C@H]1CN([C@@H](C)CO)C(=O)c2cc(C#Cc3ccccn3)cnc2O[C@@H]1CN(C)Cc1ccccc1 | 8.2%
O=C(Cn1cnc2onc(-c3ccc(F)cc3)c2c1=O)N1CCN(c2ccc(F)cc2)CC1 | ?
Cc1cc(C)n2nc(N)c(N=Nc3ccccc3)c2n1 | -7.6%
CCOc1ccc(Cl)cc1CSc1n[nH]c(C)n1 | -12.5%
CC(C)c1nc2ccc(C(=O)Nc3ccccc3F)cc2o1 | -14.3%
COc1ccc(OC)c(NC(=O)N2CC3CCCN3c3ccccc32)c1 (configuration not stated) | ?
COc1cccc(CNC(=O)C2CCN(C(=O)c3sccc3-n3cccc3)CC2)c1 | 4.0%
CC(C)(C)c1ccc(C2C(C#N)=C(N)Oc3n[nH]c(-c4cccnc4)c32)cc1 (configuration not stated) | -9.6%
O=c1c2nncn2c2cc(C(F)(F)F)ccc2n1CCNc1ncc(C(F)(F)F)cc1Cl | 0.9%
COc1ccc(-c2nc(CN3CCC(C(=O)NCCCOC(C)C)CC3)c(C)o2)cc1OC | -0.4%
COc1ccc(NC(=S)NC(=O)/C=C/c2ccco2)cc1 | -15.2%
Cc1ccc(N2C(=O)CC(Sc3ccccc3C(=O)O)C2=O)cc1C (configuration not stated) | 0.1%
CCc1ccc(NC(=O)c2[nH]c(C)c(C(C)=O)c2C)cc1 | -10.1%
CC(=O)c1cccc(NC(=O)c2ccc(-n3c(C)nnc3C)cc2)c1 | 0.5%
COc1ccccc1-c1cc(C(=O)Nc2cccnc2Cl)no1 | -2.5%
COc1ccc(S(=O)(=O)n2nc(C)c(S(=O)(=O)N3CCC(C)CC3)c2C)cc1C | -5.2%
CN(c1ccccc1)S(=O)(=O)c1ccc(C(=O)NCc2cccnc2)cc1 | 10.2%
COc1ccccc1N=Cc1c(C)[nH]n(-c2ccc(C)cc2C)c1=O | -0.2%
COCC(=O)NNC(=S)Nc1cccc(C)c1C | -1.0%
Cc1ccc(-c2nnn3c2nc(N2CCC(C)CC2)c2ccccc23)cc1 | 10.0%
CCCCn1c(CCCNC(=O)c2cccc(C)c2)nc2ccccc21 | -2.0%
COc1cc(C(=O)Nc2ccc3nn(-c4ccc(F)cc4)nc3c2)cc(OC)c1OC | 1.6%

Part of the list above, as tab-separated lines.
structure	aSyn tox rescue
CC(C)c1nc2ccc(C(=O)Nc3ccccc3F)cc2o1	-14.3%
COc1ccc(OC)c(NC(=O)N2CC3CCCN3c3ccccc32)c1 (configuration not stated)	?
COc1cccc(CNC(=O)C2CCN(C(=O)c3sccc3-n3cccc3)CC2)c1	4.0%
CC(C)(C)c1ccc(C2C(C#N)=C(N)Oc3n[nH]c(-c4cccnc4)c32)cc1 (configuration not stated)	-9.6%

Back to the main list, starting 6 compounds before the break.
SMILES | aSyn tox rescue
CN(c1ccccc1)S(=O)(=O)c1ccc(C(=O)NCc2cccnc2)cc1 | 10.2%
COc1ccccc1N=Cc1c(C)[nH]n(-c2ccc(C)cc2C)c1=O | -0.2%
COCC(=O)NNC(=S)Nc1cccc(C)c1C | -1.0%
Cc1ccc(-c2nnn3c2nc(N2CCC(C)CC2)c2ccccc23)cc1 | 10.0%
CCCCn1c(CCCNC(=O)c2cccc(C)c2)nc2ccccc21 | -2.0%
COc1cc(C(=O)Nc2ccc3nn(-c4ccc(F)cc4)nc3c2)cc(OC)c1OC | 1.6%
CCOC(=O)C(C)NC(=O)c1c(C)oc2ncn(CC(C)C)c(=O)c12 (configuration not stated) | 1.0%
Brc1ccc2c(c1)NC(c1cccnc1)=NC(c1ccccc1)=N2 | 27.1%
COCOCCn1cc(CN2CCS(=O)(=O)N(Cc3ccc(-c4cccc(N(C)C)c4)cc3)C(CC(C)C)C2=O)nn1 (configuration not stated) | -5.0%
CCOc1ccc(NS(=O)(=O)c2ccc(C(=O)NCC3(N(C)C)CCCCC3)cc2)cc1 | 3.8%
CN1CCn2cnc(C(=O)N[C@@H](Cc3ccccc3)C(=O)OC(C)(C)C)c2C1=O | 0.4%
CCOC(=O)c1cccc(NC(=O)c2cc(-c3ccc(Cl)s3)nc3ccccc23)c1 | -2.6%
Cc1ccc(C(=O)CC2(O)C(=O)N(CCc3ccccc3)c3ccc(Br)cc32)cc1 (configuration not stated) | ?
N#CC1(NC(=O)CSc2nnc(COc3ccccc3F)n2N)CCCCC1 | -4.6%
CCc1ccc(CNCc2c(C(=O)O)n(Cc3ccc(C)cc3)c3cc(C)ccc23)cc1 | 0.3%
Cc1ccc(Cn2c(Sc3nnc(C)s3)nc3c2c(=O)[nH]c(=O)n3C)cc1 | 0.8%
CCOc1ccc(N(CC(=O)NCc2ccc(OC)cc2)S(=O)(=O)c2c(C)[nH]c(=O)[nH]c2=O)cc1 | 4.5%
O=C(c1ccccc1)c1ccc(N2CCN(C(=O)c3ccc(F)cc3F)CC2)c(F)c1 | 10.6%
Cn1c(Oc2ccc(F)cc2)nc2c1c(=O)n(Cc1ccccc1Cl)c(=O)n2C | -2.3%
COc1ccc(-c2nc(NC(=O)c3c(C)noc3C)sc2C)cc1 | 5.2%
CCCCNC(=O)C(CC)Sc1nc2ccccc2c(=O)n1CCc1ccc(OC)c(OC)c1 (configuration not stated) | -8.6%
O=C(NNC(=O)c1ccc(-n2cncn2)c([N+](=O)[O-])c1)c1ccc(Cl)cc1 | 1.2%
Cc1ccc(N2C(=O)c3ccccc3C2Nc2ccccc2F)nc1 (configuration not stated) | -5.5%
COc1ccc(NC(=O)CN(C)C(=O)c2ccc(OCc3ccccc3)c(OC)c2)cc1 | 6.3%
Cc1ccccc1-c1noc(-c2cccnc2NCc2ccco2)n1 | 6.1%
C[C@H](CO)N1C[C@H](C)[C@@H](CN(C)C(=O)Nc2ccccc2F)OCc2cnnn2CCCC1=O | -6.7%
Cc1c(C(=O)Nc2ccccc2Br)oc2ccc(S(=O)(=O)N3CCOCC3)cc12 | 0.7%
Cc1ccc(C)c(C(=O)c2c(N)c(-c3nc(-c4ccc5c(c4)OCO5)cs3)c3ccccn23)c1 | -10.4%
CC(C)(C)N(Cc1ccccc1)C(=O)CSc1ncn[nH]1 | -2.3%
COc1ccc2c(c1)c(CC(=O)OCC(=O)N(C)C)c(C)n2C(=O)c1ccc(Cl)cc1 | ?
O=C(COC(=O)C1CCN(c2ccc(C(F)(F)F)cn2)CC1)NCc1ccc(Cl)cc1Cl | 10.2%
O=S(=O)(NCc1nc2cccnc2n1Cc1ccccc1Cl)c1ccc2c(c1)CCCC2 | -9.4%
COc1cccc(Cn2c(=O)n(-c3ccc(C)c(F)c3)c(=O)c3sc4ccccc4c32)c1 | -1.5%
O=C(/C=C/c1ccco1)Nc1ccc(Cl)c(-c2nc3cc(Cl)ccc3o2)c1 | -16.4%
COc1cccc(N=Nc2c(N)[nH]n3c(=O)c4c(nc23)CCCC4)c1 | 5.8%
O=C(Nc1ccccc1)C1CCCN1S(=O)(=O)c1cccs1 (configuration not stated) | 0.7%
COc1ccc(NC(=O)C2Cc3ccccc3CN2S(=O)(=O)c2ccccc2)cc1OC (configuration not stated) | 16.9%
Cc1n[nH]c(C)c1S(=O)(=O)N(CC(=O)Nc1ccc(C(F)(F)F)cc1)c1ccc(C(C)C)cc1 | 1.7%
Cc1nc(NC(=O)c2ccccc2)sc1-c1csc(Nc2ccc(C(=O)O)cc2)n1 | -7.2%
O=C(/C=C/c1ccccc1)NCCc1c[nH]c2ccccc12 | 0.3%
CCc1cc2c(cc3c(=O)n(CC(=O)N4CCN(c5cccc(C)c5C)CC4)nc(CC)n32)s1 | -6.6%
COC(=O)C1=C(c2ccccc2)c2ccccc2S(=O)(=O)N1CC(=O)Nc1ccccc1C(F)(F)F | 8.5%
COc1cccc(NC(=O)CC(C)S(=O)(=O)c2ccc3c(c2)NC(=O)CO3)c1 (configuration not stated) | -1.8%
O=C(NC1CCN(S(=O)(=O)c2ccccc2C(F)(F)F)CC1)c1ccco1 | -8.4%
COc1ccc(-c2cc3ccccc3[nH]2)cc1 | -4.9%
COc1cc2c(cc1[N+](=O)[O-])-c1ccc([N+](=O)[O-])cc1C2=NNC(N)=S | -17.0%
CCOC(=O)C1CCN(C(=O)c2cc3c(-c4ccc(OC)c(OC)c4)nn(C)c3s2)CC1 | -0.7%
O=C(Nc1cccc(-c2nc3ccccc3o2)c1)c1cccc2c(Cl)cccc12 | -8.2%
CCC(Sc1nc2nccnc2c(=O)n1Cc1ccc(C)cc1)C(=O)NC1CCCCC1 (configuration not stated) | 5.7%
COc1ccc(CN2CCNC(=O)C2CC(=O)N(C)C2CCCCC2)cc1OC (configuration not stated) | 2.9%
CCOC(=O)N1CCC(NC(=O)c2c(C)nn(-c3cccc(C)c3)c2-n2cccc2)CC1 | -4.3%
Cc1ccc(CN2CCC(CNC(=O)Nc3ccc(Cl)cc3)C2)cc1 (configuration not stated) | -10.4%
COc1ccccc1CNC(=O)c1cccc(NC(=O)N2CCSc3ncccc32)c1 | -2.4%
COc1ccc(N2CCN(C(=O)c3sc4nc5n(c(=O)c4c3C)CCC5)CC2)cc1 | -1.7%
COc1ccc(-c2cc(C(F)F)n3ncc(C(=O)Nc4cc(OC)ccc4OC)c3n2)cc1 | 1.5%
COc1ccc(Br)cc1CNC(=O)C1COc2ccccc2C1 (configuration not stated) | 4.2%
CC(=O)c1ccc(N2CCN(C(=O)C3CCN(S(=O)(=O)c4c(C)noc4/C=C/c4ccc(C)cc4)CC3)CC2)cc1 | 1.6%
CN1CCN(C(=O)c2ccc3c(c2)N(Cc2ccccc2)CCS3)CC1 | -5.6%
CCCC(CCC(=O)Nc1ccn(-c2ccccc2)n1)C(=O)O (configuration not stated) | -4.7%
Cc1c(C(=O)N/N=C/c2ccccn2)nnn1-c1nonc1N | 6.4%
COc1ccc(N2CCN(C(=O)CSc3nc(-c4ccc(C(C)C)cc4)no3)CC2)cc1 | -6.2%
CCN(C(=O)C(=O)Nc1ccc2nc3n(c(=O)c2c1)CCCCC3)c1ccc(F)cc1 | 1.6%
C[C@@H]1CN([C@H](C)CO)S(=O)(=O)c2ccc(Br)cc2O[C@H]1CN(C)C(=O)Cc1ccccn1 | -1.9%
Cc1ccc(S(=O)(=O)N(C)C[C@H]2Oc3ncc(Br)cc3C(=O)N([C@H](C)CO)C[C@@H]2C)cc1 | -3.4%
CCC(=O)C1=C(c2ccccc2)N(C(=O)CC)n2c(nnc2-c2ccccc2)S1 | 2.8%
CCN(CC)S(=O)(=O)c1ccc(C(=O)OCC(=O)NC2CCCC2)cc1 | -5.3%

As a short view, part of the list above:
SMILES | aSyn tox rescue
CCC(=O)C1=C(c2ccccc2)N(C(=O)CC)n2c(nnc2-c2ccccc2)S1 | 2.8%
CCN(CC)S(=O)(=O)c1ccc(C(=O)OCC(=O)NC2CCCC2)cc1 | -5.3%

Other compounds
SMILES | aSyn tox rescue
Cc1ccc(C=Cc2ccccn2)cc1 | -4.6%
C=CCNC(=S)Nc1cccc([N+](=O)[O-])c1 | -5.8%
Cc1cccc(Cn2c(C)c(CNC3CCCCC3)c(C(=O)O)c2C)c1 | -0.4%
Cc1nc2nc(NCc3ccc(Br)cc3)[nH]n2c(=O)c1Cc1ccccc1 | -8.6%
COc1ccccc1NC(=O)CN1C(=O)CCSc2ccccc21 | 7.2%
O=C(COC(=O)c1cccs1)NCc1cccs1 | -9.9%
Cc1ccc(C(=O)Nc2ccc3nc(SCC(=O)N4CCc5ccccc54)sc3c2)cc1 | -7.8%
COc1ccc(CCC(=O)NCc2ccc3c(c2)OCO3)cc1 | -1.3%
O=C(O)CNC(=O)c1ccccc1Br | -5.2%
COC(=O)c1cccc(NC(=O)N(C)CCc2c(C)nn(C)c2C)c1 | 0.9%
COc1ccc(-c2nc(SCC(=O)NC3CCCC3)c(-c3ccccc3)[nH]2)cc1OC | 10.0%
Cc1ccc(NC(=O)c2cc(-c3ccccc3O)n[nH]2)cc1Cl | 2.1%
CN(CC(=O)Nc1ccc(Cl)c(Cl)c1)C(=O)c1ccccc1SCC(=O)N1CCCC1 | 1.7%

Screens: PubChem BioAssay, National Center for Advancing Translational Sciences (NCATS)
